Assay outcomes deposited in PubChem BioAssay by National Center for Advancing Translational Sciences (NCATS).
Pf Dd2 growth: Plasmodium falciparum Dd2 growth inhibition | P. falciparum Dd2 growth, SYBR Green, 72 h | Potency, µM (series often up to 28.9 µM), inactives show top-dose activity, negative = inhibition, most hits filed as inhibitors | actives 4.3% (n = 120,000); active means well fitted inhibition curve with a large enough effect; inconclusive means small, poorly fitted or top-dose-only effect; inactive means no such curve, though single readings can be large or run the other way;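 further: plate controls were DMSO vehicle for no effect and reference drug for full effect; nearly all actives have a fitted effect of over 65% in size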
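Readout: SYBR Green fluorescence, 485 nm excitation, 535 nm emission, after ~16 h lysis at 37C. Before that, Dd2-infected red cells (2.5% hematocrit) grew 72 h with compound, 29 uM top final concentration.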
An asterisk follows results filed as active; & = joins results of further samples; [ ] = another dose, or the depositor's remark. Potency means the concentration at half of the fitted maximal effect. Only part of the results is shown (hit frequency here may not be typical).

Results for COc1ccc(-c2cc(C[C@H]3CNCC[C@H]3CC(=O)N3CCC(n4c(=O)[nH]c5ccccc54)CC3)no2)cc1 ?
Pf Dd2 growth: inconclusive

Results for Cc1ccc(C(=O)N2CC(c3nnc(-c4ccncc4)o3)C3(CCOCC3)C2)s1 (stereo unspecified) ?
Pf Dd2 growth: -22%

Results for COc1ccccc1NC(=O)Cn1c(-c2ccccc2)nc(C)c(CCO)c1=O ?
Pf Dd2 growth: -15%

How did Cc1cc(C)c(NC(=O)CSc2nc3c([nH]c4ccccc43)c(=O)n2C)c(C)c1 do in these assays?
Pf Dd2 growth: -2%

What do the screens show for `CNC(=O)N1C[C@@H](CN(C)C)[C@H](NC(=O)c2ccsc2)C1`?
Pf Dd2 growth: 2%

How did O=C(NCC(F)F)c1cc(Br)cn2ccnc12 do in these assays?
Pf Dd2 growth: -12%&7%[44.1 µM]

Results for O=C(c1ccc2ncccc2c1)N1CC(CO)C2(CCNCC2)C1 (stereo unspecified) ?
Pf Dd2 growth: -15%

Results for NC(=O)c1cccc(-c2ncc3c(n2)OCCN(CC2CC2)C3=O)c1 ?
Pf Dd2 growth: inconclusive

Results for CN(Cc1ccccc1)Cc1cn([C@H]2CO[C@H]3[C@@H]2OC[C@@H]3NCc2ccco2)nn1 ?
Pf Dd2 growth: inconclusive

What do the screens show for `CC(NC(=O)COc1ccc(NC(=O)C2CC2)cn1)c1cccs1` (stereo unspecified)?
Pf Dd2 growth: 26%

How did Cc1ccc(-c2cn3c4c(=O)n(C)c(=O)n(C)c4nc3n2-c2cccc(Cl)c2)cc1 do in these assays?
Pf Dd2 growth: inactive

What do the screens show for `COc1cc(NC(=O)Cn2nc3c(cc2=O)CN(C(C)=O)CC3)cc(OC)c1`?
Pf Dd2 growth: 1%

What do the screens show for `CO[C@H]1[C@H](NC(=O)c2cnc3ccccc3c2)c2ccccc2C12CCNCC2`?
Pf Dd2 growth: -5%

What do the screens show for `COc1ccc(NC(=O)N2C[C@@H]3C[C@H](C2)c2ccc(NS(=O)(=O)c4cccc(F)c4)c(=O)n2C3)cc1`?
Pf Dd2 growth: inactive

Results for O=C1CC(c2nc(-c3ccc4nc[nH]c4c3)no2)CN1C1CC1 (stereo unspecified) ?
Pf Dd2 growth: -13%

What do the screens show for `Clc1cccc(-c2ccc(CNCCSc3nnnn3-c3ccccc3)o2)c1`?
Pf Dd2 growth: 8%

What do the screens show for `O=C(Cc1c[nH]c2ccccc12)N1CCC2(CC1)CC(OCC1CC1)CCO2` (stereo unspecified)?
Pf Dd2 growth: -20%

What do the screens show for `CC1CCN(C(=O)c2ccc3c(c2)N(Cc2ccccc2)C(=O)c2ccccc2S3(=O)=O)CC1`?
Pf Dd2 growth: inconclusive

Results for O=C(c1cc(F)cc(F)c1)N1CC2CC(C1)[C@H]1CCCC(=O)N1C2 (stereo partly specified) ?
Pf Dd2 growth: -20%

What do the screens show for `O=C(c1cccs1)N1CCCC(Cc2noc(-c3cccnc3)n2)C1` (stereo unspecified)?
Pf Dd2 growth: 7%

12 neighbouring records out of the list so far, for reference:
Results for COc1ccc(-c2cc(C[C@H]3CNCC[C@H]3CC(=O)N3CCC(n4c(=O)[nH]c5ccccc54)CC3)no2)cc1 ?
Pf Dd2 growth: inconclusive

Results for Cc1ccc(C(=O)N2CC(c3nnc(-c4ccncc4)o3)C3(CCOCC3)C2)s1 (stereo unspecified) ?
Pf Dd2 growth: -22%

Results for COc1ccccc1NC(=O)Cn1c(-c2ccccc2)nc(C)c(CCO)c1=O ?
Pf Dd2 growth: -15%

How did Cc1cc(C)c(NC(=O)CSc2nc3c([nH]c4ccccc43)c(=O)n2C)c(C)c1 do in these assays?
Pf Dd2 growth: -2%

What do the screens show for `CNC(=O)N1C[C@@H](CN(C)C)[C@H](NC(=O)c2ccsc2)C1`?
Pf Dd2 growth: 2%

How did O=C(NCC(F)F)c1cc(Br)cn2ccnc12 do in these assays?
Pf Dd2 growth: -12%&7%[44.1 µM]

Results for O=C(c1ccc2ncccc2c1)N1CC(CO)C2(CCNCC2)C1 (stereo unspecified) ?
Pf Dd2 growth: -15%

Results for NC(=O)c1cccc(-c2ncc3c(n2)OCCN(CC2CC2)C3=O)c1 ?
Pf Dd2 growth: inconclusive

Results for CN(Cc1ccccc1)Cc1cn([C@H]2CO[C@H]3[C@@H]2OC[C@@H]3NCc2ccco2)nn1 ?
Pf Dd2 growth: inconclusive

What do the screens show for `CC(NC(=O)COc1ccc(NC(=O)C2CC2)cn1)c1cccs1` (stereo unspecified)?
Pf Dd2 growth: 26%

How did Cc1ccc(-c2cn3c4c(=O)n(C)c(=O)n(C)c4nc3n2-c2cccc(Cl)c2)cc1 do in these assays?
Pf Dd2 growth: inactive

What do the screens show for `COc1cc(NC(=O)Cn2nc3c(cc2=O)CN(C(C)=O)CC3)cc(OC)c1`?
Pf Dd2 growth: 1%

More structures follow.
What do the screens show for `O=C1NCc2ccccc2CC12CCCN2Cc1ccc2ccccc2n1` (stereo unspecified)?
Pf Dd2 growth: 5%

Results for CCOc1ccccc1NC(=O)C(c1ccccc1)N1Cc2ccccc2C1=O (stereo unspecified) ?
Pf Dd2 growth: inactive

What do the screens show for `COc1cccc(C2Cn3nnc(-c4nc(-c5ccccc5OC)no4)c3CO2)c1` (stereo unspecified)?
Pf Dd2 growth: -5%

What do the screens show for `COc1ccc(CCNC(=O)c2cc(S(=O)(=O)N3CCCC(C)C3)cn2C)cc1OC` (stereo unspecified)?
Pf Dd2 growth: -13%

Results for CCN1CCC2(CCC1=O)CN(Cc1cccc3cccnc13)CCN2C (stereo unspecified) ?
Pf Dd2 growth: -24%

Results for N#CC1(c2ccccc2)CCN(C(=O)C2CCN(C(=O)C3CC3)CC2)CC1 ?
Pf Dd2 growth: -20%

How did O=C(N[C@H]1CCN2C(=O)c3cc(-c4cccc(C(F)(F)F)c4)ccc3NC(=O)[C@H]12)c1cnccn1 do in these assays?
Pf Dd2 growth: inconclusive

Results for O=C(CC[C@H]1NC(=O)c2ccccc2NC1=O)NC1CCS(=O)(=O)C1 (stereo partly specified) ?
Pf Dd2 growth: -3%

Results for Cc1noc(C)c1-c1cc(-c2ccccc2C(F)(F)F)cn2cncc12 ?
Pf Dd2 growth: 6.3µM*

Results for CC(C)c1nc(-c2ccc(OC3CCN(C(=O)c4cc(F)ccc4F)C3)cc2)no1 (stereo unspecified) ?
Pf Dd2 growth: inconclusive

Results for Cn1cc(S(=O)(=O)N2CCCCC2)cc1C(=O)Nc1ccc(OC(F)(F)F)cc1 ?
Pf Dd2 growth: 11µM*

Results for O=c1c2c(CO)c(-c3ccccc3)nn2ccn1Cc1cc(=O)n2ccccc2n1 ?
Pf Dd2 growth: -9%

What do the screens show for `c1ccc(CNc2cc3c(cn2)CN(Cc2cccnc2)CCN3)cc1`?
Pf Dd2 growth: inconclusive

Results for COc1ccccc1CCC(=O)N1CCC2(CC1)N(C)C(=O)CS2(=O)=O ?
Pf Dd2 growth: 5%

What do the screens show for `COc1ccc(-c2c3c(nc4sc(C(=O)Nc5ccccc5F)c(N)c24)CC(C)(C)CC3=O)cc1`?
Pf Dd2 growth: inconclusive

How did CC1Cc2cc(S(=O)(=O)N(Cc3ccccc3)C(C)C)ccc2N1C(=O)C1CCC1 (stereo unspecified) do in these assays?
Pf Dd2 growth: inconclusive

How did CCOC(=O)c1c(C)oc2ncnc(Nc3ccc(CC)cc3)c12 do in these assays?
Pf Dd2 growth: inactive

How did Cc1cc(C)cc(NC(=O)C(=O)NCC(c2cccnc2)N2CCc3ccccc32)c1 (stereo unspecified) do in these assays?
Pf Dd2 growth: inconclusive

How did COc1ccc(CCNC(=O)C2c3ccccc3C(=O)N2Cc2ccccc2)cc1OC (stereo unspecified) do in these assays?
Pf Dd2 growth: inconclusive

Results for CCc1ccc2oc(-c3cccc(NC(=O)COc4ccccc4Cl)c3)nc2c1 ?
Pf Dd2 growth: 42%[activator]

How did Cc1nc(C)c(C(=O)NC2CCc3nn(CC4CC4)c(=O)n3CC2)s1 (stereo unspecified) do in these assays?
Pf Dd2 growth: 7%

How did COC(=O)c1ccc(NC(=O)NC(C)c2c(-n3cccc3)sc(C)c2C)cc1 (stereo unspecified) do in these assays?
Pf Dd2 growth: -24%

What do the screens show for `COc1ccc(-c2nc(SCC(=O)NC(C)CCc3ccccc3)n[nH]2)cc1` (stereo unspecified)?
Pf Dd2 growth: -22%

Results for Cc1ccc(NC(=O)c2ccc(=O)n(CC(=O)Nc3c(C)cc(C)cc3C)n2)cc1 ?
Pf Dd2 growth: 31%[activator]

What do the screens show for `O=C1NC(=NC2CCCC2)C2(CCN(Cc3ccc(F)cc3)C2)N1c1cc(F)cc(F)c1` (stereo unspecified)?
Pf Dd2 growth: 2µM*

How did O=C(CCC[C@H]1NC[C@@H]2C[C@H]1CN(Cc1ccccc1)C2)Nc1ccc(F)cc1F do in these assays?
Pf Dd2 growth: inconclusive

How did CN(CC1CCOC1)S(=O)(=O)c1ccccc1F (stereo unspecified) do in these assays?
Pf Dd2 growth: 50%[activator][5.79 µM]

How did COCC(=O)N1CCC(C(=O)NC(C)c2ccc3c(c2)OCCCO3)CC1 (stereo unspecified) do in these assays?
Pf Dd2 growth: -1%

Results for Cc1ccc2c(c1)c1c(c(=O)n(-c3cccc(Cl)c3)c(=O)n1CC(=O)Nc1c(C)cccc1C)n2C ?
Pf Dd2 growth: 6%

Results for CO[C@H]1C(=O)N(C(C)C)[C@H]1C1CCN(Cc2cccc(F)c2)CC1 ?
Pf Dd2 growth: -25%

How did CC(C)N1C(=O)C2(CCCC2)C1C(=O)NCC1CCCCC1 (stereo unspecified) do in these assays?
Pf Dd2 growth: 14%

How did Cc1ccsc1C(=O)N1CCC(O)(c2ccccc2)[C@H](N(C)C)C1 (stereo partly specified) do in these assays?
Pf Dd2 growth: inactive[5.79 µM]

Results for COc1ccc(C(=O)N2CCCCCCNC(=O)CC2)c(OC)n1 ?
Pf Dd2 growth: 4%

How did COC(=O)c1ccc2c(c1)nc1n2[C@@H](CNCc2ccc3c(c2)OCO3)COC1 do in these assays?
Pf Dd2 growth: -19%[44.1 µM]

How did CC1CCC2(CC1)NC(=O)N(CC(=O)Nc1ccccc1F)C2=O (stereo unspecified) do in these assays?
Pf Dd2 growth: 40%[activator]

Results for CN(Cc1cccn1C)CC1CC1 ?
Pf Dd2 growth: 27%[44.1 µM]

Results for O=C(C1CC1)N1CCC2(CC1)CCN(Cc1cccs1)c1ccccc1O2 ?
Pf Dd2 growth: inconclusive

How did CCc1cccc2c(-c3ccc(F)cc3)nc(SCC(=O)Nc3ccccc3)nc12 do in these assays?
Pf Dd2 growth: 14%

What do the screens show for `CN(CCc1ccccn1)[C@@H]1[C@H](O)[C@H](CO)O[C@@H]1CNC(=O)c1ccc(C(F)(F)F)cc1`?
Pf Dd2 growth: inconclusive

Results for Cc1ccc(-c2cccc(C=O)c2)c(C)c1 ?
Pf Dd2 growth: 4%[44.1 µM]

How did O=C1c2cnc(-c3cccc(C(F)(F)F)c3)nc2OCCN1CC1CC1 do in these assays?
Pf Dd2 growth: -24%[44.1 µM]

What do the screens show for `Cc1c(NC(=O)c2nc3ccccc3n(C)c2=O)cccc1[N+](=O)[O-]`?
Pf Dd2 growth: 6%

What do the screens show for `CCCOc1nccnc1NC1CCN(S(=O)(=O)CC)CC1`?
Pf Dd2 growth: 9%[5.79 µM]

Results for CCCOC(=O)c1ccc(NC(=O)Cn2nnc3sc4c(c3c2=O)CCC(C(C)(C)C)C4)cc1 (stereo unspecified) ?
Pf Dd2 growth: 7%

How did COC(=O)c1c(-c2cccs2)csc1NC(=O)c1cccc(Cl)c1 do in these assays?
Pf Dd2 growth: -1%

How did COc1ccc(CCC(=O)N2CCc3c([nH]c4ccccc34)C2c2ccc(F)cc2)cc1 (stereo unspecified) do in these assays?
Pf Dd2 growth: inconclusive

What do the screens show for `Cc1ccc(-n2c(=O)c3sccc3n(Cc3cc(=O)n4ccccc4n3)c2=O)cc1`?
Pf Dd2 growth: 4%

What do the screens show for `CC(C)(N)C(=O)NCc1nc(-c2cccc(F)c2)c(-c2ccccn2)[nH]1`?
Pf Dd2 growth: inconclusive

How did Cc1nsc(NC(=O)N2CCC(CO)CC2)n1 do in these assays?
Pf Dd2 growth: -11%

How did Cc1cccc(NC(=O)N2CCC3(CC2)CC(N(C2CC2)S(C)(=O)=O)CCO3)c1 (stereo unspecified) do in these assays?
Pf Dd2 growth: -18%

What do the screens show for `O=C1N(c2ccccc2)c2ccccc2C12CCN([S+](=O)([O-])c1cccc(C(F)(F)F)c1)C2` (stereo unspecified)?
Pf Dd2 growth: inconclusive

Results for CCN(C(=O)Cn1ccn2nc(-c3ccccc3)c(CO)c2c1=O)c1ccccc1 ?
Pf Dd2 growth: inconclusive

How did CCOCCCNC(=O)CN1C(=O)COc2ccc(S(=O)(=O)N3CCCCCC3)cc21 do in these assays?
Pf Dd2 growth: 32%[activator]

Results for Cc1ccc(NC(=O)N2CCC(n3c(C)nc4cccnc43)CC2)c(Cl)c1 ?
Pf Dd2 growth: 22%

How did CC1CCN(c2ccc(-c3nc(C(C)C)no3)cc2[N+](=O)[O-])CC1 do in these assays?
Pf Dd2 growth: 4%

What do the screens show for `COc1ccc(C(=O)N[C@@H]2CN(Cc3ccncc3)C[C@H]2CN(C)C)cc1F`?
Pf Dd2 growth: 20%

How did CCOCc1nc(C2CCCN(C(=O)c3ccnn3CC)C2)no1 (stereo unspecified) do in these assays?
Pf Dd2 growth: 9%

What do the screens show for `CCOc1ccccc1NC(=O)c1c(NC(=O)C(C)Oc2cccc(Cl)c2)sc2c1CCCCC2` (stereo unspecified)?
Pf Dd2 growth: inconclusive

How did O=C(c1cccs1)N1CCC2(CC1)CN(C1CCC1)CC2CO (stereo unspecified) do in these assays?
Pf Dd2 growth: -23%

What do the screens show for `CC(=O)N1CCCC1C(=O)Nc1ccc(-c2nc3ccccc3o2)cc1` (stereo unspecified)?
Pf Dd2 growth: -20%
